Screens: PubChem, several laboratories
GalR3 antag = human GalR3 antagonism | HEK293 GalR3-CNG cAMP membrane potential fluorescence; galR3 body fused to GalR1 C-terminus | inhibition, % at 3 µM | hit rate 0.44% among 360,000 | AID 651719;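 active = inhibition above the screen-wide average plus 3 SD, cut at about 13% in these data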;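 also: forskolin and galanin both at EC90 stimulate the cells; cAMP rise reported by CNG channel membrane potential dye signal; 0% = forskolin plus galanin with DMSO and 100% = forskolin alone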
Target sequence (O60755 1-299 limits assumed): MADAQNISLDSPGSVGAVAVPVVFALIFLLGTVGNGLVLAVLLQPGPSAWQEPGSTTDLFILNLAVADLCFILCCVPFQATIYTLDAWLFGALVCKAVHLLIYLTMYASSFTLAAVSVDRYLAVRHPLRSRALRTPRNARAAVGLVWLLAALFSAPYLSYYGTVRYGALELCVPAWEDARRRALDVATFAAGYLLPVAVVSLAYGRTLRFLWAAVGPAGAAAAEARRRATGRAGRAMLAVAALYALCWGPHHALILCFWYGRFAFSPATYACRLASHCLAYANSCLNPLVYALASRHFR
NALP1 yeast inh = inhibitors of NALP1 inflammasome in yeast; S. cerevisiae NALP1/ASC/caspase-1 growth, X-gal OD620, 72 h; inhibition, % at 10 µM; hit rate 0.61% among 280,000; AID 2071; in the data active = inhibition mostly above about 24%, no sharp cut-off; inactive = mostly below about 32%; also: some compounds called inactive have numbers as strong as hits
MEKK2wt PB1 HTS = raises or lowers MEK5 binding to wildtype human MEKK2 PB1 domain | hit rate 1.1% among 290,000 | bead flow cytometry, Alexa488-MEK5 binding to MEKK2 WT; actives lie on both sides | AID 1531 | binding response (% of control), % at 10 µM | Q9Y2U5; in the data active = binding response below about 67% or above about 130%
OXTR ag = human OXTR agonism; AID 2435; hit rate 0.32% among 320,000; activation, % at 3 µM; CHO-OTR cells, Fluo-8 calcium fluorescence; normalized: DMSO 0%, oxytocin 100%; P30559;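 active = activation above the mean of all tested compounds plus 3 SD, cutoff set per screening run, cut at about 20% in these data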;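 also: peak over basal fluorescence ratio from a 100 s FLIPR kinetic read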
GPR7 antag = antagonists of human GPR7 (neuropeptides B/W receptor 1) | GPR7-expressing cells, fluorescence antagonist assay | inhibition, % at 4.4 µM | hit rate 1.1% among 290,000; in the data active = inhibition above about 16%, passing the limit was not always enough;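 also: cells stimulated with the agonist NPW; 0% = agonist with vehicle and 100% = vehicle without agonist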
Target sequence (P48145 whole entry, looked up): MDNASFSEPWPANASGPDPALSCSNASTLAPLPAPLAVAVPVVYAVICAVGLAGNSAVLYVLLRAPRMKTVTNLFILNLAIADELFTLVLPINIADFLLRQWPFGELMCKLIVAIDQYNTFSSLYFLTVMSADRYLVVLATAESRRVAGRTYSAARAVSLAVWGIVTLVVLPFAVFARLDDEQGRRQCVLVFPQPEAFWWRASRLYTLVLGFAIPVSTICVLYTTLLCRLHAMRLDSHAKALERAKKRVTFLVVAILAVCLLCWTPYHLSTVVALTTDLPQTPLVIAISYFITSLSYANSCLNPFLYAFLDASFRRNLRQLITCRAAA
V1aR counter = V1a receptor agonism, counter-screen for OXTR agonists; P37288; CHO-V1R cells, Fluo-8 calcium fluorescence, agonist mode; 0% DMSO, 100% 3 nM vasopressin; activation, % at 3 µM; hit rate 0.25% among 320,000; AID 2797;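 active = activation above the mean activation of all tested compounds plus 3 SD, per screening run, cut at about 20% in these data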;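 also: signal is peak over basal fluorescence ratio across a 100 second FLIPR read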
Target sequence (P37288 whole entry, looked up): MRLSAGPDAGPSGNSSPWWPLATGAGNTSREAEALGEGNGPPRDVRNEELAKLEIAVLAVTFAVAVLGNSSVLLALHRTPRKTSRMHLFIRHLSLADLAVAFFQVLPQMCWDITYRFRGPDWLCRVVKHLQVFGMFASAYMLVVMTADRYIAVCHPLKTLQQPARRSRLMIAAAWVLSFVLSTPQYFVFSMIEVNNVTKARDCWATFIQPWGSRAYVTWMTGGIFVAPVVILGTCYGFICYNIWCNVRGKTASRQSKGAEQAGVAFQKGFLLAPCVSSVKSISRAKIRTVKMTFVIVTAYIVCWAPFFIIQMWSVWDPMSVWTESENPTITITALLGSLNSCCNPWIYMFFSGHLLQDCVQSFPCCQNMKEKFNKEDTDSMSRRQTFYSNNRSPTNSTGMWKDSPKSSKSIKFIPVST
OXTR potentiator = human OXTR potentiation. P30559. AID 2445. hit rate 0.061% among 320,000. CHO-OTR cells, Fluo-8 calcium fluorescence, potentiator mode; 0% = oxytocin EC15, 100% = EC100. activation, % at 3 µM;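 active = activation above that plate's cutoff, the mean activation of tested compounds plus 3 SD, cut at about 6.6% in these data, passing the limit was not always enough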;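 also: 100% uses oxytocin at 75 nM as the full agonist control; some results filed as inactive read as strong as hits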
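assay system = CHO-OTR cells, human receptor | schedule = compound 6 min at room temperature before oxytocin, 100 s read | detection = Fluo-8 intracellular calcium fluorescence, ex 470-495, em 515-575 nm | evaluation = normalized max/min fluorescence ratio, % activation | control set = EC15 oxytocin alone as 0%, 75 nM oxytocin (EC100) as 100%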
M18AAP inhibitor = PfM18AAP enzyme inhibition. inhibition, % at 7.35 µM. recombinant PfM18AAP, H-Glu-NHMec fluorogenic cleavage. hit rate 1.2% among 290,000. AID 1822;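 active = inhibition above the campaign mean inhibition over all tested compounds plus 3 SD, cut at about 28% in these data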;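 also: 0% = plate median of test compound wells and 100% = 2 mM ZnCl2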
MEKK2mut PB1 HTS = signal of MEK5 binding to mutant human MEKK2 PB1 domain. bead flow cytometry, Alexa488-MEK5 binding to MEKK2 mutant. percent response, % at 10 µM. hit rate 0.35% among 290,000; in the data active = percent response above about 24%, passing the limit was not always enough; also: inactives centre near 1; some results filed as inactive read as strong as hits
Active calls of the source: *; . = not tested or not shown; & = joins results of further samples; [ ] = another dose, or the depositor's remark.

SMILES	GalR3 antag	NALP1 yeast inh	MEKK2wt PB1 HTS	OXTR ag	GPR7 antag	V1aR counter	OXTR potentiator	M18AAP inhibitor	MEKK2mut PB1 HTS
O=C(O)C(Cc1ccccc1)N1C(=O)c2c(Cl)c(Cl)c(Cl)c(Cl)c2C1=O (configuration not stated)	-6	.	.	0.0	.	-0.9	-4	.	.
CCOc1ccccc1NC(=O)CSc1ncnc2c1oc1ccccc12	-6	7	107	0.1	-1	-0.1	2	-7	4
COc1ccc(CCNC(=O)/C=C/c2ccco2)cc1OC	-11	-8	112	0.5	-12	0.0	1	-25	14
CC1=C(C(=O)NC2CCC(C)CC2)C2(CCC(C)CC2)OC1=O (configuration not stated)	.	34	112	-0.4	-1	0.0	-6	-3	12
CC12CC(c3ccccc3O1)C(C(=O)N1CCOCC1)C(=O)N2 (configuration not stated)	6	-3	104	-0.6	-4	-0.7	-3	-3	2
Clc1cncc(Cl)c1NNc1c2ccccc2nc2ccccc12	1	20	101	1.3	-5	0.6	0	-6	0
O=C(Cn1ccc2ccccc2c1=O)NCCC(=O)NC1CCN(Cc2ccccc2)CC1	-1	26	97	1.5	2	0.3	-7	1	2
O=C(O)c1cccc(-n2cccc2/C=C2/SC(=O)N(CC(=O)N3CCCC3)C2=O)c1	-8	-17	105	-0.1	-4	0.4	1	10	-4
CC(C)CN(C(=O)CSc1nnc(-c2ccco2)o1)c1c(N)n(Cc2ccccc2)c(=O)[nH]c1=O	5	18	89	0.2	-8	0.8	-9	-14	-7
O=C1CC(c2ccccc2)CC(O)=C1C=NCCN1CCN(C(=O)Nc2ccccc2)CC1 (configuration not stated)	-6	1	100	-0.5	2	0.3	-5	2	1
Cc1cc(=O)[nH]c(SCC(=O)N2CCCC(C)C2)n1 (configuration not stated)	-7	17	102	8.1	-8	-0.8	-11	-5	-2
O=C(COC(=O)COc1ccccc1[N+](=O)[O-])NC1CCCC1	-7	28	104	-0.9	-10	-0.8	-9	-10	0
CCC1(c2ccccc2)NC(=O)N(CC(=O)Nc2ccccc2C(=O)NC2CC2)C1=O (configuration not stated)	-1	.	.	-0.6	.	1.3	-2	.	.
Cc1nn(CC(=O)N(CC(C)C)C2CCS(=O)(=O)C2)c(C)c1[N+](=O)[O-] (configuration not stated)	-6	.	.	1.2	.	1.0	1	.	.
Cn1nc([N+](=O)[O-])nc1Oc1ccc(C(C)(C)C)cc1	0	14	94	-2.5	-6	0.3	-8	-9	-1
Cc1cc2ncn(CCC(=O)NC3CCCC3)c2cc1C	-3	-4	103	1.4	-7	1.0	0	5	1
CCOC(=O)c1cc(NC(=O)SCC(=O)O)c(C)nc1C	-4	-8	95	-0.2	-8	0.5	-12	7	9
CCCCn1c(N)c(N(CC(C)C)C(=O)C2=COCCO2)c(=O)[nH]c1=O	0	.	.	0.7	.	-0.7	-2	.	.
CN(C)c1ccc(N=Cc2ccco2)cc1	.	1	99	-0.8	13	-0.5	-7	14	5
COc1ccc2c(C(=O)CN3CCN(CCO)CC3)c[nH]c2c1	-6	-15	92	0.5	-10	-0.6	0	-10	16
CC(=O)c1ccc(NC(=S)NC(NC(=O)c2ccco2)C(Cl)(Cl)Cl)cc1 (configuration not stated)	6	0	106	61*	-8	38*	-24	3	9
O=C(c1ccccc1Br)N1CCN(c2ccc([N+](=O)[O-])c(N3CCOCC3)c2)CC1	-1	20	111	0.4	10	-0.1	-8	-1	2
O=C1C(=O)N(Cc2ccncc2)C(c2ccccc2F)/C1=C(\O)c1ccc2c(c1)OCCO2 (configuration not stated)	-1	14	101	-1.1	7	0.2	3	4	3
O=C(Nc1ccccc1C(=O)NCC1CCCO1)c1ccco1 (configuration not stated)	-6	9	101	-0.2	6	-0.5	5	0	3
CN=C1S/C(=C\c2ccc(Cl)cc2)C(=O)N1C	-4	24	101	-0.6	3	0.0	-2	-4	-1
Next part.
SMILES	GalR3 antag	NALP1 yeast inh	MEKK2wt PB1 HTS	OXTR ag	GPR7 antag	V1aR counter	OXTR potentiator	M18AAP inhibitor	MEKK2mut PB1 HTS
Cc1ccc(Nc2nnc(SCC(=O)Nc3ncc(S(=O)(=O)c4ccc([N+](=O)[O-])cc4)s3)s2)cc1	-9	21	102	-0.2	-12	1.2	-4	0	0
COc1ccc(OC)c(-c2nc(CN3CCN(C(=O)c4ccco4)CC3)c(C)o2)c1	-5	15	101	-1.1	-8	-1.1	-6	-16	0
COc1ccc(OCC(O)CNC(C)c2ccccc2)cc1 (configuration not stated)	-4	17	106	3.5	6	1.3	-1	-3	5
CCOC(=O)c1cc2c(=O)n3cccc(C)c3nc2n(Cc2ccco2)c1=NC(=O)c1ccccc1	-3&-1	-1	99	-1.7	-8	-1.3	-4	3	3
COc1cc(C=O)cc(Br)c1OCC(N)=O	-2	-4	99	1.0	-8	0.0	2	-3	3
COc1ccc(OC)c(S(=O)(=O)Nc2ccc3[nH]c(=O)[nH]c3c2)c1	-9	23	98	0.4	2	-0.3	-3	2	3
CCOc1ccc2oc(C(=O)Nc3ccc4c(c3)OCO4)c(C)c2c1	-13	22	108	-1.1	-16	-0.7	-5	-3	4
O=C(CCCCCn1c(=S)[nH]c2cc3c(cc2c1=O)OCO3)N1CCN(C(=O)c2ccco2)CC1	-5	-4	98	-1.7	11	0.4	0	-2	0
COc1ccc(-c2nnc(Nc3ccc(CC(N)=O)cc3)c3ccccc23)cc1	-1	15	107	-3.2	-2	-0.7	-1	-2	6
CC(C)OP(=O)(OC(C)C)C(Nc1ccccc1)c1ccc2c(c1)OCO2 (configuration not stated)	-1	12	127	-2.4	4	-1.0	-7	-6	6
CCC(C)N1CC23C=CC(O2)C(C(=O)OCc2ccccc2)C3C1=O (configuration not stated)	-1	17	109	-0.5	15	-0.9	-8	8	5
CCc1c(C)nc(SCC(=O)N2CCCCC2)[nH]c1=O	-9	-5	113	0.2	2	0.5	-1	-4	13
CN(CC1CCCN(CCc2ccc(Cl)cc2)C1)C(=O)c1ccoc1 (configuration not stated)	-2	21	109	0.1	-4	-0.3	5	4	10
O=C(CCc1c[nH]c2ccccc12)N=Nc1c(O)[nH]c2ccccc12	-4	15	102	1.4	-5	1.9	-7	-2	-1
COC(=O)c1nn(-c2ccccc2)c(Cl)c1/C=N/OCc1ccc(Cl)cc1Cl	-3	3	95	0.6	-9	0.1	-7	-15	-8
O=C1c2ccccc2C(Nc2ccc(Cl)cn2)N1c1cccnc1 (configuration not stated)	.	-8	114	-0.4	-2	1.0	-2	7	9
Cc1ccc(NC(=S)Nc2ccc3nc(-c4ccccn4)c(-c4ccccn4)nc3c2)cc1C	.	2	95	0.9	-9	1.1	-5	11	-2
COc1ccc(CCNC(=O)C2CCN(S(=O)(=O)c3cccc4cccnc34)CC2)cc1OC	.	15	99	2.9	-10	3.7	-7	0	3
COC(=O)c1c(C(=O)c2ccc(Br)cc2)n(C)c2ccccc12	-4	.	.	-1.0	.	0.0	-4	.	.
O=C(CCCC(=O)NC1CCCC1)NC1CCCC1	-4	29	96	-1.0	-13	1.2	-13	0	-2
Cn1c(CNS(=O)(=O)c2ccc(Cl)cc2)cc(=O)n(C)c1=O	-8	11	102	0.1	-15	-0.6	1	-6	1
O=C(O)c1cc(Br)ccc1NS(=O)(=O)c1cccc2nsnc12	-8	4	112	0.4	-9	1.0	-4	-12	4
O=C(O)CCC(=O)c1ccc2c(c1)OCCO2	-2	-14	115	0.0	-5	0.9	5	-5	4
COc1cc(NC(=S)N2CCN(c3ccccn3)CC2)cc(OC)c1OC	-3	-11	104	-1.0	-11	-0.9	-8	8	6
c1ccc(-c2csc(=Nc3cccnc3)n2CC2CCCO2)cc1 (configuration not stated)	0	20	101	-1.4	-4	3.7	-3	-1	2

Arranged by value in GalR3 antag (highest first): 5 of the compounds above.
Molecule	GalR3 antag
COc1ccc(-c2nnc(Nc3ccc(CC(N)=O)cc3)c3ccccc23)cc1	-1
COc1cc(NC(=S)N2CCN(c3ccccn3)CC2)cc(OC)c1OC	-3
COC(=O)c1c(C(=O)c2ccc(Br)cc2)n(C)c2ccccc12	-4
COc1ccc(OC)c(S(=O)(=O)Nc2ccc3[nH]c(=O)[nH]c3c2)c1	-9
CCOc1ccc2oc(C(=O)Nc3ccc4c(c3)OCO4)c(C)c2c1	-13

New compounds follow.
SMILES	GalR3 antag	NALP1 yeast inh	MEKK2wt PB1 HTS	OXTR ag	GPR7 antag	V1aR counter	OXTR potentiator	M18AAP inhibitor	MEKK2mut PB1 HTS
CS/C(=N\S(=O)(=O)c1cccs1)Nc1cccc(Cl)c1C	-2	14	101	-2.2	-7	-0.5	0	2	9
COc1ccc(Cn2c(CO)cnc2SCC(=O)Nc2cc(C)on2)cc1	-4	17	102	-0.8	-2	0.9	-2	0	0
COc1ccccc1CCNC(=O)c1ccc(NC(=O)CC2SC(N3CCCCC3)=NC2=O)cc1 (configuration not stated)	-4	.	.	-0.5	.	-0.1	-6	.	.
COc1ccccc1CC(=O)Nc1ccc(OC)c(OC)c1	-3	.	107	1.4	-11	1.6	-15	-3	10
O=C(COC(=O)c1ccc(Cl)cc1)NC1CCCCCC1	-7	.	.	-1.8	.	-1.0	-2	.	.
CCOC(=O)c1sc(NC(=O)/C=C/c2ccccc2)nc1C	-3	26	91	0.2	-10	-0.4	-8	-7	-2
O=C(Nc1ccc2ccccc2n1)c1ccccc1Br	-9	8	102	0.1	3	0.9	-5	-1	0
COc1ccc(C(=O)COC(=O)CCc2nc3ccccc3[nH]c2=O)cc1Br	-3	-8	94	-0.6	-1	1.7	-17	-9	-3
C=CCNc1nnc(Cl)c2ccccc12	.	39	105	-1.2	3	0.6	7	2	11
Cc1nn(Cc2c(F)c(F)c(F)c(F)c2F)c(C)c1NC(=O)c1cccc(COc2ccccc2Cl)c1	-2	-6	109	-1.1	-6	0.5	-2	5	4
Cc1ccccc1CNC(=O)c1ccccc1C(=O)O	-2	-5	107	-1.4	0	0.2	-7	4	3
CCOC(=O)C1CN(S(=O)(=O)c2ccccc2)CCN1S(=O)(=O)c1ccccc1 (configuration not stated)	1	-15	92	-0.7	-9	-0.1	-6	3	-2
CCC(=O)NC(c1cc(Cl)c2cccnc2c1O)C(C)C (configuration not stated)	-4	.	.	0.1	.	1.0	-3	.	.
O=C(CNC(=O)c1ccco1)OCC(=O)c1ccc(Cl)cc1Cl	7	-32	92	-1.7	-3	0.1	-3	8	-8
COc1ccc(N2CC(C(=O)N/N=C/c3cc([N+](=O)[O-])ccc3O)CC2=O)cc1 (configuration not stated)	-4	18	106	-2.1	-7	0.0	-1	0	4
CCOC(=O)C1CCCN(C(=O)Cn2cnc3sc(C)c(S(=O)(=O)N4CCOCC4)c3c2=O)C1 (configuration not stated)	-8	29	103	0.6	-1	0.4	-3	-13	-1
Cc1ccccc1NC(=O)COC(=O)C1(C)CC1(Cl)Cl (configuration not stated)	-3	27	1.0*[inhibitor]	0.2	15	-0.1	-1	3	-20
O=C(CN1C(=O)c2ccccc2C1=O)Nc1ccc2c(c1)OCO2	-4	6	101	0.2	-6	0.1	-1	-11	7

Structures above marked active in MEKK2wt PB1 HTS:
SMILES | GalR3 antag | NALP1 yeast inh | MEKK2wt PB1 HTS | GPR7 antag | M18AAP inhibitor | MEKK2mut PB1 HTS
Cc1ccccc1NC(=O)COC(=O)C1(C)CC1(Cl)Cl (configuration not stated) | -3 | 27 | 1.0*[inhibitor] | 15 | 3 | -20
